# Screening results as filed in PubChem.
# SK-BR-3 tox 24h – SK-BR-3 proliferation inhibitors. SK-BR-3 viability, CellTiter-Glo ATP luminescence, 24 h; stronger effect = lower value. viability, % at 10 µM. hit rate 0.47% among 41,000. AID 847;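 active means viability at or below the median of all test compounds minus 3 SD, in both replicates if run twice, cut at about 45% in these data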;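 further: 100% = median untreated cell wells and 0% = median positive control drug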
# Active calls of the source: *. These rows are one share of the data, so the mix of outcomes need not match the whole.
# The first 3 entries (preview)
SMILES,SK-BR-3 tox 24h
CCCCOc1ccc(N(CC(=O)NC2CCCC2)C(=O)CCC(=O)Nc2ccccn2)cc1,103
CCOc1ccccc1N1CCN(C(=O)c2cc[n+]([O-])cc2)CC1,69
CN(C)CC(O)COc1ccc(C(C)(C)c2ccc(OCC(O)CN(C)C)cc2)cc1 (configuration not stated),98

# Results, from the first entry:
SMILES,SK-BR-3 tox 24h
CCCCOc1ccc(N(CC(=O)NC2CCCC2)C(=O)CCC(=O)Nc2ccccn2)cc1,103
CCOc1ccccc1N1CCN(C(=O)c2cc[n+]([O-])cc2)CC1,69
CN(C)CC(O)COc1ccc(C(C)(C)c2ccc(OCC(O)CN(C)C)cc2)cc1 (configuration not stated),98
CCc1ccc(C(=O)CC2(O)C(=O)N(CN3CCOCC3)c3ccccc32)cc1 (configuration not stated),91
Cc1ccc(C(=O)CC(C(=O)O)n2cccn2)cc1 (configuration not stated),99
CCOc1ccc(N2C(=O)CC(Sc3ncccn3)C2=O)cc1 (configuration not stated),92
CSc1nnc(Cc2cc(=O)[nH]c(=O)[nH]2)n1-c1cccc(C)c1,66
CS(=O)(=O)N(CC(=O)N1CCN(Cc2ccccc2)CC1)Cc1ccccc1,81
COc1ccc(S(=O)(=O)NC2(C(F)(F)F)N=C3SCCN3C2=O)cc1 (configuration not stated),60
OCCN1CCN(Cc2cc(Br)cc(Br)c2O)CC1,95
OCC#CCSc1nnc(-c2ccccc2Br)o1,91
O=C1C2CC=C(Cl)CC2C(=O)N1CNc1ccccn1 (configuration not stated),103
CCOc1ccc(OCc2ccc(C(=O)O)o2)cc1,68
O=C(Nc1cccc(Cl)c1)Nc1ccc2c(c1)OCO2,93
O=C(COc1ccccc1Cl)N1CCCC1,85
CC1(C)CC(=O)C2=C(C1)N(CC1CCCO1)C(=O)C2(NC(=O)c1cccnc1)C(F)(F)F (configuration not stated),97
CCn1c(CNc2ccc(OC)cc2)nnc1SCC(=O)c1ccc(OC)cc1,56
Cc1ccccc1-n1c(-c2cccnc2)n[nH]c1=S,92
COc1ccc(CCNc2ncnc3c2oc2ccccc23)cc1OC,70
CCOC(=O)C1CCN(C(=O)Nc2ccc3nc(-c4ccco4)c(-c4ccco4)nc3c2)CC1,94
CCN(CC)CCN1C(=O)C(=O)/C(=C(/O)c2ccc(OC(C)C)cc2)C1c1ccncc1 (configuration not stated),109
CC1(C)CC(=O)c2sc(NS(=O)(=O)Cc3ccccc3)nc2C1,86
O=C(NCc1cccnc1)c1cccc(NC(=O)c2ccco2)c1,103
COc1ccc(Cn2c3nc4ccccc4nc3c3c(=O)n(Cc4ccco4)cnc32)cc1,96
CCOc1ccc(-n2c(=O)c3sccc3n(CC(=O)NCc3ccco3)c2=O)cc1,71
O=C(NC1CC1)C1C2C3C4CC5C3C5C4C12 (configuration not stated),109
Cc1ccccc1Cn1c(CN2CCc3ccccc3C2)nc2c1c(=O)n(C)c(=O)n2C,74
O=C(O)CSc1ncn[nH]1,121
COC(=O)CC(=O)CSc1nc(C)cc(C)c1C#N,77
O=C1CCN2C=Nc3cccc4ccc1c2c34,75
Cc1ccc(Cn2nnc3c(=O)[nH]c(C4CCN(C(=O)c5cccs5)CC4)nc32)cc1,80
CCC(C)Nc1nc2c(c(=O)n(C)c(=O)n2C)n1Cc1ccc(F)cc1 (configuration not stated),89
O=C(Nc1cc(C(=O)N2CCCC2)ccc1N1CCCC1)c1ccccc1,105
COc1cc(C(=O)Nc2ccc(S(=O)(=O)N3CCCCC3C)cc2)cc(OC)c1OC (configuration not stated),84
CCCN1CCC(N(C)CCc2ccc(OC)c(OC)c2)CC1,110
CCNc1nc(C)nc2c1oc1ccccc12,90
O=C(Oc1c(Cl)cc(Cl)c2cccnc12)N1CCOCC1,100
Cc1cc(NC(=O)C2=C(O)c3ccccc3S(=O)(=O)N2C)no1,81
CCCOC1(NC(=O)c2ccccc2)C(C)=CC(=O)C=C1C,95
COc1ccc(C(=O)Nc2nc(N)n(-c3ccccc3)n2)cc1OC,78
O=C(c1cc2ccccc2oc1=O)N(Cc1cccs1)C1CCS(=O)(=O)C1 (configuration not stated),82
Cc1ccc2c(c1)[nH]c1c(=O)n(Cc3ccccn3)cnc12,126
O=C(c1cc(-c2ccco2)on1)N1CCCc2ccccc21,89
O=C(Nc1ccccc1N1CCN(c2ccccc2)CC1)C1CCCCC1,87
CC1(C)CC(=O)C2=C(C1)N(CCN1CCOCC1)C1=C(C(=O)CC(C)(C)C1)C2c1ccc(Cl)cc1,78
CC1CCCC(NC(=O)c2n[nH]c(=O)c3ccccc23)C1C (configuration not stated),88
COc1ccc(C)cc1NC(=O)Cn1cnc2sc(C)c(S(=O)(=O)N3CCOCC3)c2c1=O,125
COC(=O)[C@H](CCSC)NC(=O)Nc1ccc(C)cc1,99
CCN(CC)S(=O)(=O)c1cc(C(=O)Nc2ccccn2)ccc1C,94
COc1ccccc1C(=O)Oc1cc(N)n(S(=O)(=O)c2ccc(C)cc2)n1,96
c1ccc2sc(SN3CCOCC3)nc2c1,79
Cc1nn(Cc2ccccc2)c(C)c1NC(=O)CSc1nc2sc3c(c2c(=O)n1C)CCC3,90
CCOC(=O)C1CCCN(C(=O)c2cc(Cl)ccc2Cl)C1 (configuration not stated),87
Clc1ccc(-c2nnn(Cc3nc4ccccc4s3)n2)cc1,59
Cc1cccc(CSc2nnc(-c3ccccn3)n2N)c1,97
CCc1ccc2[nH]c(=O)c(CN(CCN(C)C)C(=O)Nc3ccccc3)cc2c1,85
CS(=O)(=O)N1CCC(NC(=O)Cc2ccccc2)CC1,107
CCC1(CC)Cc2ccccc2-c2nc(CN3CCOCC3)[nH]c(=O)c21,98
C=CCOn1c(=O)c(C)[n+]([O-])c2ccccc21,99
C1CCN=C(Nc2nc3c(s2)CCCC3)CC1,66
# Other results.
SMILES,SK-BR-3 tox 24h
CC(C)(C)OC(=O)N1CCC[C@H]1c1nnc(SCc2ccc(Cl)cc2Cl)o1,70
Cn1c(=O)c2c(ncn2CC(=O)N(Cc2ccccc2)c2ccccn2)n(C)c1=O,78
COc1ccccc1CN1C(=O)[C@@H]2C(CC(N)=O)NC3(C(=O)Nc4c3ccc(Cl)c4C)[C@@H]2C1=O (some centres not stated),114
CN(Cc1ccccc1)c1nc2c(c(=O)[nH]c(=O)n2C)n1C,122
COc1ccc2c(c1)CCc1c(C(=O)N3CCOCC3)noc1-2,96
Cc1ccc(C(c2nnnn2C(C)(C)C)N(Cc2ccco2)Cc2cccs2)cc1 (configuration not stated),88
O=C(c1ccncc1)c1ccc(Br)cc1,111
c1ccc(CCn2nnnc2C(c2cccnc2)N2CCN(c3ccccc3)CC2)cc1 (configuration not stated),81
CCc1ccc(OCc2nc(-c3ccccn3)no2)c(Br)c1,83
O=C(CSc1ccccn1)c1ccc(F)cc1,107
CC(C)(C)OC(=O)N1CCC[C@H]1c1nnc(SCc2ccccc2F)o1,73
CC1=CC(C)(C)N2C(=O)C3(C(C#N)=C(N)Oc4cc(C)oc(=O)c43)c3cccc1c32 (configuration not stated),93
CCN(CC)CCN(Cc1cc2cc3c(cc2[nH]c1=O)OCCO3)C(=O)NC1CCCCC1,89
Nc1nc2ccccc2n1/N=C/c1ccc(-c2ccccc2)o1,92
O=C(Nc1ccc(Oc2ccccc2)cc1)C1CCN(c2ncccn2)CC1,97

# 4 of the compounds above, with each value named:
CC1=CC(C)(C)N2C(=O)C3(C(C#N)=C(N)Oc4cc(C)oc(=O)c43)c3cccc1c32 (configuration not stated)
  SK-BR-3 tox 24h: 93

CCN(CC)CCN(Cc1cc2cc3c(cc2[nH]c1=O)OCCO3)C(=O)NC1CCCCC1
  SK-BR-3 tox 24h: 89

Nc1nc2ccccc2n1/N=C/c1ccc(-c2ccccc2)o1
  SK-BR-3 tox 24h: 92

O=C(Nc1ccc(Oc2ccccc2)cc1)C1CCN(c2ncccn2)CC1
  SK-BR-3 tox 24h: 97

# Further compounds
SMILES,SK-BR-3 tox 24h
CCSC1=N/C(=C\c2ccc3c(c2)OCO3)C(=O)S1,82
Cc1nnc(SCCn2c(N3CCN(C)CC3)nc3c2c(=O)[nH]c(=O)n3C)s1,89
Cc1ccc(NCC(O)C(O)C(O)CO)cc1C (configuration not stated),89
CCOC(=O)CN(C(=O)CSc1nnc2c(n1)[nH]c1ccc(OC)cc12)c1ccc(F)cc1,55
COc1ccc(S(=O)(=O)NC(C(C)C)C(C)C)cc1OC,94
CCOC(=O)c1cc2c(=O)n3cccc(C)c3nc2n(CCOC)c1=NC(=O)c1ccncc1,86
CC1=C(C)C(=O)N(CCC(=O)O)C1=O,81
Cn1c(=O)c2c(nc(CN3CCOCC3)n2CC(O)CO)n(C)c1=O (configuration not stated),111
CCC(=O)c1cc2c(cc1NC(=O)c1ccc(C)cc1)OCCO2,94
Nc1nonc1-c1nc2ccccc2n1Cc1ccc(F)cc1Cl,75
Cc1noc(NS(=O)(=O)c2ccc(NC(=O)CCC3CCCC3)cc2)c1C,96
O=C(CCCN1C(=O)c2ccccc2C1=O)N1CCC(c2ccccc2)C1 (configuration not stated),131
COc1ccc(C2N=C(Nc3ccc(C)cc3)Nc3nc(C)cc(=O)n32)cc1 (configuration not stated),91
C=C(C)CSC1=C(C#N)C(c2ccsc2)CC(=O)N1 (configuration not stated),80
CC(C)CC(OC(=O)c1ccco1)C(=O)NC1CCCCC1 (configuration not stated),84
O=C1CC(c2ccco2)Cc2nc(Nc3nc(-c4ccccc4)c4ccccc4n3)ncc21 (configuration not stated),76
COC(=O)c1cc(NC(=O)C2CC=CCC2C(=O)O)cc(C(=O)OC)c1 (configuration not stated),82
CCOC(=O)c1nc(N2CCN(C(=O)OCC)CC2)c2c3c(sc2n1)CCCC3,82
CCOC(=O)Cn1c2c(c(=N)c3ccccc31)CCC2,79
CN(C)c1nc(Nc2ccc(Cl)cc2)nc(OCC#N)n1,92
CCC(=O)Nc1ccc(Oc2ccc3c(c2)C(=O)NC3=O)cc1,98
COc1ccccc1N(CN1CCCC1=O)C(=O)c1c(F)cccc1Cl,79
Cc1ccc(-c2nn(C)c(=O)c3ccccc23)cc1CNC(=O)CN1CCOCC1,113
CCN(CC)c1ccc(NC(=O)c2ccco2)c(C)c1,98
CCc1nc2c(n1O)CCc1nonc1-2,91
CCc1c(C)nc2ncnn2c1N1CCC(C(=O)NCc2cccc(OC)c2)CC1,109
O=C(Nc1cnc2sccn2c1=O)c1ccccc1Cl,84
O=S(=O)(CCc1nc2ccccc2o1)c1ccc(Cl)cc1,91
COc1ccc(C2C(C(=O)NCc3ccccn3)c3cc(OC)c(OC)cc3C(=O)N2C)cc1 (configuration not stated),100
Cc1cc2c(nn1)CCC/C2=N\O,119
Cc1ccc(F)cc1NC(=O)c1ccc2c(c1)OCO2,94
COC(=O)C1=C(C)N(C)C(C)=C(C(=O)OC)C1c1cccc(Br)c1,64
CCOC(=O)C1CCCN(Cc2nc(N)nc(Nc3ccccc3)n2)C1 (configuration not stated),76
COc1cccc(C2CC(c3ccc(Cl)cc3Cl)Nc3nc(N)nn32)c1 (configuration not stated),92
COc1ccc(-c2cc(C(=O)O)c3ccccc3n2)c(OC)c1,94
Nc1nc2n(n1)C(c1cccc(Cl)c1)CC(c1ccc(F)cc1)N2 (configuration not stated),116
COc1ccc2ccccc2c1C1CC(=O)N2CN(C)CSC2=C1C#N (configuration not stated),93
Cc1cccc2c1CC(C)(C)N=C2C1=C(O)CCCC1=O,97
O=C1CC(c2ccccc2)CC(O)=C1C=NCc1ccco1 (configuration not stated),95
O=c1c2[nH]c3ccc(F)cc3c2ncn1CCN1CCOCC1,108
COc1ccc(-c2cc(=O)n(-c3nc4ccccc4[nH]3)[nH]2)cc1,73
Cc1n[nH]c(=O)nc1NCc1ccco1,108
COC(=O)c1ccccc1NC(=O)CN1CCC(n2nnc3cc(F)ccc32)CC1,81
Cc1[nH]c2ccc(C(=O)OCCN(C)C)cc2c1C,94
COc1ccc(C2C(C#N)=C(N)Oc3cc(C)n(Cc4ccncc4)c(=O)c32)cc1 (configuration not stated),112

# Laid out differently: results already given.
> O=C1CC(c2ccccc2)CC(O)=C1C=NCc1ccco1 (configuration not stated)
- SK-BR-3 tox 24h = 95
> O=c1c2[nH]c3ccc(F)cc3c2ncn1CCN1CCOCC1
- SK-BR-3 tox 24h = 108
> COc1ccc(-c2cc(=O)n(-c3nc4ccccc4[nH]3)[nH]2)cc1
- SK-BR-3 tox 24h = 73
> Cc1n[nH]c(=O)nc1NCc1ccco1
- SK-BR-3 tox 24h = 108

# New compounds follow.
SMILES,SK-BR-3 tox 24h
CC1CCN(S(=O)(=O)c2cccc(C(=O)N(C)C3CCS(=O)(=O)C3)c2)CC1 (configuration not stated),90
O=C(NCCc1ccccc1)C(c1cccs1)N(C(=O)c1csnn1)C1CC1 (configuration not stated),100
CSc1nc2c(c(=O)n1-c1ccc(F)cc1)SCC2,106
Cc1ccccc1-c1nnc(-c2ccccc2)o1,83
CC(=O)N(C(C)=O)c1ncc2c([nH]c3ccccc32)c1C#N,78
COC(=O)c1[nH]c2ccc(C)cc2c1NC(=O)CN1CCN(Cc2ccccc2)CC1,95
CCCOc1nc2c(c(=O)n(C)c(=O)n2C)n1CC,88
Cn1c(=O)[nH]c(=O)c2c1nc(N1CCc3ccccc3C1)n2CCSc1nc2ccccc2s1,87
OCCOCCOCCn1c2ccccc2c2ccccc21,80
CCOC(=O)c1c(N)sc(C(=O)N2CCCCCC2)c1C,79
Cc1ccc(S(=O)(=O)N2C(=O)CCC2C(=O)Nc2ccc3c(c2)OCCO3)cc1 (configuration not stated),81
CN(C1CCS(=O)(=O)C1)S(=O)C12CC3CC(CC(C3)C1)C2 (configuration not stated),86
CCOC(=O)c1c(CN2CCN(C)CC2)n(C)c2cc(Br)c(OC)cc12,101
O=C(CCc1ccccc1)Nc1cc(Cl)ccc1O,84
c1ccc(Sc2nc(N3CCCCC3)nc(N3CCCCC3)n2)nc1,94
O=C(O)CCC(=O)N(Cc1cccnc1)Cc1cccc(F)c1,73
Cc1oc2nc(SCCCC(=O)NCCCO)nc(N)c2c1C,88
CCc1cc(Br)ccc1N1C(=O)C2CC=CCC2C1=O (configuration not stated),102
COc1cc(OC)cc(-c2nc3nc(C)c(CCC(=O)O)c(C)n3n2)c1,89
